Rac1 GTP hydrolysis: MgcRacGAP GTPase-activating activity inhibitors, confirmation, biochemical, ADP Hunter fluorescence; MgcRacGAP-stimulated Rac1 GTP hydrolysis, ADP Hunter fluorescence; higher % means a stronger effect; GST-tagged Rac1 F28L mutant substrate; inhibition, % at 30 µM, or IC50 in µM where a hit was titrated; 340,000 tested, 0.6% active; AID 624330, 2012;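 active = first-screen hits whose inhibition reached a set limit at any dose in the follow-up dose series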;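 also: fluorescence reports GDP produced by GAP-driven GTP hydrolysis; strong numbers were not always called active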
Myeloid diff MLP: induction of myeloid progenitor differentiation, primary screen, cell-based, flow cytometry, MLPCN library. AID 624256, 2012. calls only at 10 µM. 360,000 tested, 1% active. ER-HoxA9 myeloid progenitors, lysozyme-GFP differentiation;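 active = normalized GFP-positive differentiation at or above the plate's own cutoff, the solvent-only control mean plus 3 SD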;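 also: cells exposed to compound for four days before flow analysis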
NTR1 agonist: agonists of NTR1, primary screen, imaging, U2OS cells, beta-arrestin-GFP, high content (AID 493036). Neurotensin receptor type 1 (Homo sapiens), P30989. NTR1-U2OS beta-arrestin-GFP spot imaging, agonist mode. activation, % at 20 µM. 330,000 tested, 0.17% active;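 active = activation at or above 40% of the spot to cytoplasm intensity ratio, with at least 20 cells analyzed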;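 also: 0% = DMSO without peptide and 100% = 100 nM NTR1 peptide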
Target sequence (P30989 whole entry, looked up): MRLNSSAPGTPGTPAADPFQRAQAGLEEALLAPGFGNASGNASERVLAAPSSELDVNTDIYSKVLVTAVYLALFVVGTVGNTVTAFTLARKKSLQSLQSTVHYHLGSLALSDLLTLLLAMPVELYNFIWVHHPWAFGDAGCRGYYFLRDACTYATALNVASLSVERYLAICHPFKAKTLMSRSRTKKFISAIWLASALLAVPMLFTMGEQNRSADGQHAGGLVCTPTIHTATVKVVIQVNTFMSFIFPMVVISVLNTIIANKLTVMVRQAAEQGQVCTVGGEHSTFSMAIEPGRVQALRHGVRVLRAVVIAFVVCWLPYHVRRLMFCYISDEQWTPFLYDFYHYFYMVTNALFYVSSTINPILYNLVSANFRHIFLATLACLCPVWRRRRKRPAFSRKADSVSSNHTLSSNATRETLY
NTR1 agonist cell count 20 µM: further read-out of NTR1 agonist, marked with its call; cell count; measured here: cell count, cytotoxicity flag
Myeloid diff MLP GFP+ MAC1+ %: further read-out of Myeloid diff MLP, marked with its call; GFP+ MAC1+ double positive, %; measured here: differentiation confirmed by MAC1 staining
* marks the source's active call; other numbers are inactive results; i = inactive; + = active, no number.

SMILES	Rac1 GTP hydrolysis	Myeloid diff MLP	Myeloid diff MLP GFP+ MAC1+ %	NTR1 agonist	NTR1 agonist cell count 20 µM
CCCCCCCNC(=O)C1(CC2CC(c3cccc(Br)c3)=NO2)CCN(C(=O)CCCCCBr)CC1 (stereo not drawn)	-12%	i	2.8	12	65
CCCC[C@@H]1CNCCN1CCc1cccc(F)c1	-2%	i	1.3	-4.6	56
CN(C(=O)CSc1nnc(-c2cccs2)n1N)c1ccccc1	3%	i	0.4	1.2	71
COc1ccc(NC(=O)CNC(=O)c2sc3ccccc3c2Cl)c(OC)c1	0%	i	0.4	-1.2	68
COc1ccc(-c2cn(CCO)c(-c3ccncc3)n2)cc1	2%	i	0.5	4.9	43
CCCCC(CC)COC(=O)c1ccc(N(C)C)cc1 (stereo not drawn)	6%	i	2.9	-0.2	58
C=CCOc1ccc(/C(O)=C2/C(=O)C(=O)N(CCCN3CCOCC3)C2c2ccccc2)cc1 (stereo not drawn)	11%	i	1.0	-2.5	68
Cc1ccc(S(=O)(=O)N2C[C@@H]3[C@H]4CC[C@H](C4)[C@@H]3[C@@H](C)[C@H]2c2ccn(Cc3ccccc3)c2)cc1	8%	i	0.6	0.1	60
O=C(Nc1nc(-c2ccco2)c(-c2ccco2)s1)c1ccc(F)cc1F	22%	i	0.5	2.9	53
CC(C)C(NC(=O)c1ccc(C(C)(C)C)cc1)C(=O)NCc1ccccn1 (stereo not drawn)	-8%	i	0.6	2.5	69
O=C(CCNS(=O)(=O)c1cccc(Cl)c1)OCC(=O)N1CCN(C(=O)c2ccco2)CC1	10%	i	0.7	0.1	47
COc1cc(S(=O)(=O)N2CCOCC2)c(OC)c(S(=O)(=O)N2CCOCC2)c1	3%	i	5.9	1.8	28
COc1c(S(=O)(=O)N2CCCCC2)ccc2c(S(=O)(=O)N3CCCCC3)cccc12	10%	i	0.6	7.2	49
O=C(CCCOc1ccccc1)Nc1cccc(S(=O)(=O)N2CCCCC2)c1	4%	i	0.1	1.3	50
CCOc1cc(C(=O)Nc2ccc(S(=O)(=O)Nc3onc(C)c3C)cc2)cc(OCC)c1OCC	2%	i	1.7	2.6	67
CC1(c2cccc(Br)c2)NC(=O)N(CC(=O)NCC2CCCO2)C1=O (stereo not drawn)	7%	i	0.4	-1.4	74
CCCCN1CC[C@@H]2C=CC[C@H](C(=O)OC)[C@@H]2C1=O	4%	i	3.1	1.3	47
CC(C)(C)c1ccc(C(=O)OCC(=O)NC2CC2)cc1	11%	i	0.7	-1.0	47
COC(=O)[C@H]1C[C@H]1[C@@H](NC(=O)c1cccnc1)c1ccccc1	3%	i	1.8	-0.2	83
Cc1ccc(C)c(S(=O)(=O)N2CCN(CC(=O)NC(C)c3ccccc3)CC2)c1 (stereo not drawn)	6%	i	0.3	-0.1	60
O=S(=O)(NCCc1ccc(F)cc1)c1ccc(F)cc1Br	5%	i	0.3	2.1	60
O=C(COC(=O)c1ccc(S(=O)(=O)N2CCCCC2)cc1)Nc1ccccc1Cl	3%	i	0.4	-0.6	48
Cc1ccc(C)c(N2CCN(C(=O)CCc3nc(-c4ccccc4Br)no3)CC2)c1	9%	i	0.2	4.2	55
COc1ccc2cc(C3=CC(=O)C[C@H](c4ccc5c(c4)OCO5)C3)ccc2c1	6%	i	2.1	1.9	63
COC(=O)c1ccc(COC(=O)C2CCN(S(=O)(=O)c3ccccc3C(=O)OC)CC2)cc1	1%	i	1.5	-0.1	54
N#CCSc1ccccc1NC(=O)COC(=O)Cc1c[nH]c2ccccc12	-1%	+	0.7*	-3.5	56
CCOC(=O)c1ccc(N2C(=O)C3CCCN3C2=S)cc1 (stereo not drawn)	4%	i	0.6	-0.7	43
O=C(COC(=O)CC1CC2CCC1C2)Nc1ccccc1Cl (stereo not drawn)	5%	i	0.4	2.9	56
C[C@H](CO)N1C[C@H](C)[C@@H](CN(C)S(=O)(=O)c2cn(C)cn2)Oc2c(NC(=O)Nc3ccc4c(c3)OCO4)cccc2C1=O	7%	i	1.1	-1.4	54
O=C(CNC(=O)C12CC3CC(CC(C3)C1)C2)Nc1ncccc1O	4%	i	0.7	-0.1	92
Cc1ccc(-n2nnnc2SCC(=O)NCC2(N3CCCCC3)CCCCC2)c(C)c1	3%	i	0.4	2.2	67
COc1cc2c(-c3cc(F)cc(F)c3)c(-c3ccsc3)oc(=O)c2cc1OC	3%	i	0.4	3.8	68
Cn1c(-c2ccccc2Br)n[nH]c1=S	14%	i	1.1	-1.7	31
COc1ccccc1NC(=O)COC(=O)CCc1ccc(S(=O)(=O)N2CCOCC2)cc1	5%	i	1.5	2.9	60
COc1ccc(C(C)=O)cc1CS(=O)(=O)CC(=O)NCCc1c[nH]c2ccccc12	1%	i	0.9	-1.5	55
Cc1cc(C)c(S(=O)(=O)N2CCN(c3ccccn3)CC2)c(C)c1	8%	i	1.1	4.0	57
Cc1nc(SCc2nc3ccc(Br)cc3[nH]2)c2oc3ccccc3c2n1	6%	i	0.5	1.7	49
CC(C)(C)C(=O)Nc1ccc(C(=O)COC(=O)C2CC2)cc1	-4%	i	0.8	-0.3	62
CC(C)CN(C(=O)CSc1nc2ccccc2[nH]1)C1CCS(=O)(=O)C1 (stereo not drawn)	7%	i	0.2	-0.3	55
CN(CC(=O)Nc1cccc(F)c1)C(=O)CN1C(=O)NC2(CCCC2)C1=O	6%	i	1.0	-2.3	57

3 entries from above, set out differently.
mol | Rac1 GTP hydrolysis | Myeloid diff MLP | Myeloid diff MLP GFP+ MAC1+ % | NTR1 agonist | NTR1 agonist cell count 20 µM
COc1ccc2cc(C3=CC(=O)C[C@H](c4ccc5c(c4)OCO5)C3)ccc2c1 | 6% | i | 2.1 | 1.9 | 63
COC(=O)c1ccc(COC(=O)C2CCN(S(=O)(=O)c3ccccc3C(=O)OC)CC2)cc1 | 1% | i | 1.5 | -0.1 | 54
N#CCSc1ccccc1NC(=O)COC(=O)Cc1c[nH]c2ccccc12 | -1% | + | 0.7* | -3.5 | 56

(cont.)
SMILES	Rac1 GTP hydrolysis	Myeloid diff MLP	Myeloid diff MLP GFP+ MAC1+ %	NTR1 agonist	NTR1 agonist cell count 20 µM
Cn1c(SCC(=O)NCc2ccco2)nnc1C1CC1	1%	i	0.5	0.8	49
CCCCn1c(N)c(N(C)C(=O)C2CCCC2)c(=O)[nH]c1=O	5%	i	1.0	-1.1	52
CCOC(=O)N1C2=NC(C(=O)OC)=C(C(=O)OC)[C@@H]3N(C)c4ccc(OC)cc4[C@]23C[C@H]1C(=O)OC	7%	i	0.5	2.2	82
CC(C)C(NC(=O)c1c(F)cccc1F)C(=O)OCN1C(=O)c2ccccc2C1=O (stereo not drawn)	3%	i	0.1	-1.7	53
COc1ccc([C@@H](NC(=O)OC(C)(C)C)C(=O)OC(C)(C)C)cc1	9%	i	1.4	-0.6	57
CCN(CC)C(=O)[C@H]1C[C@H](CC(=O)NCCc2ccccn2)C(=O)N2CCc3c([nH]c4ccc(Cl)cc34)[C@]12C	0%	i	0.6	3.0	60
O=C(CN1CCCSc2ccccc21)N1CCN(S(=O)(=O)c2ccccc2)CC1	1%	i	0.5	0.0	62
CCN(CC(=O)Nc1cccc(S(=O)(=O)N(C)c2ccccc2)c1)Cc1cccs1	3%	i	0.8	0.6	66
Cc1cccc(C(=O)NCC(=O)N2CCC2)c1	12%	i	0.5	0.8	62
COc1ccccc1CC(=O)N1CCN(c2ccc(F)cc2)CC1	10%	i	0.2	1.4	56
Cc1cc(OCCCC(=O)Nc2nnc(C3CC3)s2)ccc1Cl	0%	i	0.4	-0.7	58
COc1cc(C(=O)OCC(=O)NC2CCCCC2)cc(OC)c1OC	-9%	i	0.9	-0.2	43
O=C(NCc1ccc2c(c1)OCO2)c1c(-c2ccccc2)sc2ccccc12	-2%	i	1.7	-0.2	77
CCn1nnnc1SCC(=O)N1c2ccccc2NC(=O)CC1C (stereo not drawn)	13%	i	0.9	0.7	60
COc1ccc(S(=O)(=O)N2CCOCC2)cc1NC(=O)CSc1ncccn1	1%	i	0.7	-1.9	54
C=CC[C@@H](CC(=O)N(CCO)Cc1ccccc1)C(=O)N[C@H](COC(=O)[C@@H](CC=C)CC(=O)OC(C)(C)C)Cc1c[nH]c2ccccc12	6%	i	1.2	4.3	42
Nc1ccc(C(=O)N2CCN(S(=O)(=O)c3ccc4c(c3)OCCCO4)CC2)cc1[N+](=O)[O-]	3%	i	1.5	1.3	78
Cc1cc2occ(CC(=O)N(C)CC(=O)Nc3ccccc3C(F)(F)F)c2cc1C	0%	i	0.8	0.1	52
O=C(CCS(=O)(=O)c1ccccc1)NNC(=O)CSc1ccccc1F	4%	i	1.2	0.1	43
O=C(COC(=O)CCCN1C(=O)c2cccc3cccc(c23)C1=O)NC1CCS(=O)(=O)C1 (stereo not drawn)	9%	i	0.1	0.6	83
Cc1c(C(=O)NCc2ccccn2)oc2c(Cl)cccc12	-1%	i	0.5	-1.2	89
N#Cc1ccccc1OCC(=O)OCC(=O)NC1CC1	-1%	i	0.1	0.8	57
CCN1CCN(c2oc(-c3ccc(OC)cc3)nc2C#N)CC1	5%	i	5.5	-1.8	63
CCOC(=O)C1=C(COC(=O)CCc2ccc(F)cc2)NC(=O)NC1C (stereo not drawn)	8%	i	1.0	-0.3	58
Cc1ccc(NC(=O)COC(=O)c2ccc3c(=O)n4c(nc3c2)CCC4)c(Br)c1	6%	i	0.8	4.7	47
Cc1cc(F)ccc1S(=O)(=O)Nc1ccc(C(=O)N2CCCCCC2)cc1	6%	i	1.1	-1.4	62
CC(C)(C)c1ccc(NC(=O)CSc2n[nH]c(=O)n2C2CC2)cc1	1%	i	0.3	-0.5	55
c1ccc2ccccc2c1	-3%	i	1.6	-2.4	54
O=C(Cc1cccs1)Nc1cc(S(=O)(=O)N2CCCCC2)ccc1Cl	-1%	i	0.4	-1.8	75
Cc1ccccc1NCC(=O)Nc1cc(S(=O)(=O)N2CCCCC2)ccc1C	5%	i	0.7	1.1	83
Cc1cc(C)c(NC(=O)CN(C)CC(=O)Nc2cccc(S(=O)(=O)N(C)c3ccccc3)c2)c(C)c1	20%	i	1.4	14	52
N#Cc1ccccc1OCC(=O)Nc1ccc2c(c1)OCCO2	-1%	i	0.6	-0.4	61
CCOc1ncccc1C(=O)Nc1cc(S(=O)(=O)N2CCCCCC2)ccc1OC	-1%	i	0.9	4.0	60
CSc1nc2nc(C)c(CCC(=O)OCC(=O)Nc3ccc(F)cc3)c(C)n2n1	4%	i	0.2	0.6	57
C[C@@]12CCC3[C@@](CCC4[C@@]3(C)CCC[C@@]4(C)C(=O)NCc3ccccc3)(CC1=O)C2 (stereo partly drawn)	13%	i	0.3	11	51
CC(=O)c1ccc(N2CCN(CC(=O)Nc3ccccc3C(=O)NC3CC3)CC2)c(F)c1	3%	i	0.8	1.9	69
COc1ccc(N2CCN(C(=O)COC(=O)c3ccc(-n4nc(C)cc4C)cc3)CC2)cc1	8%	i	1.0	1.6	53
Cc1cc(C)n(CC(=O)NNC(=O)CC(C)c2ccccc2)n1 (stereo not drawn)	1%	i	0.7	0.1	58
COc1ccc(Cl)cc1C(=O)NNC(=O)c1[nH]c(C)c(C(C)=O)c1C	13%	i	1.0	2.6	54
COC(=O)[C@]1(C)N[C@H](c2ccc(-c3cccc(Cl)c3)cc2)[C@@H]2C(=O)N(C)C(=O)[C@@H]21	4%	i	0.9	0.8	56

3 entries picked at random from the list so far, as already listed:
SMILES	Rac1 GTP hydrolysis	Myeloid diff MLP	Myeloid diff MLP GFP+ MAC1+ %	NTR1 agonist	NTR1 agonist cell count 20 µM
C[C@H](CO)N1C[C@H](C)[C@@H](CN(C)S(=O)(=O)c2cn(C)cn2)Oc2c(NC(=O)Nc3ccc4c(c3)OCO4)cccc2C1=O	7%	i	1.1	-1.4	54
CCOc1cc(C(=O)Nc2ccc(S(=O)(=O)Nc3onc(C)c3C)cc2)cc(OCC)c1OCC	2%	i	1.7	2.6	67
CCOC(=O)c1ccc(N2C(=O)C3CCCN3C2=S)cc1 (stereo not drawn)	4%	i	0.6	-0.7	43

The listing continues:
SMILES	Rac1 GTP hydrolysis	Myeloid diff MLP	Myeloid diff MLP GFP+ MAC1+ %	NTR1 agonist	NTR1 agonist cell count 20 µM
COc1ccc(C2CC(=O)Oc3cc4c(cc32)OCO4)cc1 (stereo not drawn)	11%	i	1.2	2.9	64
COc1ccc(NS(=O)(=O)c2ccc(C(=O)NCC3(N4CCOCC4)CCCCC3)cc2)cc1	-7%	i	0.4	1.2	55
Cc1cc2oc(=O)cc(-c3ccccc3)c2c(C)c1-c1ccc(C#N)cc1	9%	i	4.8	2.5	68
COc1ccc2c(c1)OC[C@H]1[C@H]2N2C(=O)CN(Cc3ccc(Cl)cc3)C(=O)[C@@]2(C)[C@H]1c1ccccc1	-1%	i	0.2	5.2	64
COc1ccccc1NC(=O)C(C)N(C)CC(=O)Nc1cccc2ccccc12 (stereo not drawn)	5%	i	1.3	3.2	53
COc1ccc(-c2cc3cc(F)ccc3cn2)cc1	5%	i	2.1	3.9	54
Cc1ccc(C(=O)Nc2nc3ccc(Cl)cc3s2)o1	-10%	i	0.5	-1.5	43
O=C(COC(=O)c1ccccc1)c1ccc(S(=O)(=O)N2CCCCC2)cc1	7%	i	0.1	3.0	64

Source: PubChem

These rows are one share of the data, so the mix of outcomes need not match the whole.
